Assay outcomes deposited in PubChem by several laboratories.
OX1R antag-1: human HCRTR1 antagonism. CHO/OX1R cells, Fluo-8 calcium fluorescence, orexin A. inhibition, % at 5 µM. 330,000 tested, 0.43% active. AID 434989;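 active = inhibition above its plate's threshold, mean inhibition of all tested compounds on the plate plus 3 SD, cut at about 37% in these data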;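 note: 0% = orexin A challenge wells and 100% = SB-334867-A antagonist wells; not every result past the cut was called active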
Target sequence (O43613 whole entry, looked up): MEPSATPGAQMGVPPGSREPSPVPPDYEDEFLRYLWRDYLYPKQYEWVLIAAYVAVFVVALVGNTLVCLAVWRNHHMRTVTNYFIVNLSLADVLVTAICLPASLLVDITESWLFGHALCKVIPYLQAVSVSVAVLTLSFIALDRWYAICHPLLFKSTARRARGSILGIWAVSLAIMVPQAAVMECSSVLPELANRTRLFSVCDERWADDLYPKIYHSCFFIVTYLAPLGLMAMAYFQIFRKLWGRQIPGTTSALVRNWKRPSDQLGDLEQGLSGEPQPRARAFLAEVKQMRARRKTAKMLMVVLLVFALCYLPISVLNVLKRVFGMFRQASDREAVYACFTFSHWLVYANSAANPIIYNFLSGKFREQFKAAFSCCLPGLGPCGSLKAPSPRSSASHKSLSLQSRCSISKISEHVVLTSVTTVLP
STK33 kinase inh: inhibitors of human STK33 kinase. purified STK33, MBP phosphorylation, ADP-Glo luminescence. Q9BYT3. AID 2661. inhibition, % at 10 µM. 320,000 tested, 0.073% active;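 active = inhibition at or above 25%, using the most active replicate where run in duplicate; inactive = inhibition below 25%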
Target sequence (Q9BYT3 whole entry, looked up): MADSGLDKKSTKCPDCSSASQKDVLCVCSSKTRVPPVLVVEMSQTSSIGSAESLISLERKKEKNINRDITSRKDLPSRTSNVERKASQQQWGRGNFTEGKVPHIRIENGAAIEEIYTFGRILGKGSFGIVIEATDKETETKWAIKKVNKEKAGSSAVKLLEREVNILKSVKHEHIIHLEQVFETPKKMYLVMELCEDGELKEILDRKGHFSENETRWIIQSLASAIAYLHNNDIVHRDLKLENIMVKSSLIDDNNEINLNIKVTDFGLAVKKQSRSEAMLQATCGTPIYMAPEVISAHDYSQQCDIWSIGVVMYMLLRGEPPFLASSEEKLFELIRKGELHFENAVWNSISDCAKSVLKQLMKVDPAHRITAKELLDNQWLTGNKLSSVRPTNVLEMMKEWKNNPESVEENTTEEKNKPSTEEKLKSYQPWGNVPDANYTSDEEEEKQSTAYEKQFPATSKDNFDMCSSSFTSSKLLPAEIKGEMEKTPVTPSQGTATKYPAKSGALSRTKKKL
OX1R antag-2: OX1R (human) antagonism | OX1R-expressing cells, FRET antagonist read-out | AID 485270 | inhibition, % at 6.6 µM | O43613 | 330,000 tested, 1.8% active; in the data active = inhibition mostly above about 38%, no sharp cut-off; inactive = mostly below about 40%;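 note: 0% = agonist challenge alone and 100% = reference antagonist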
An asterisk follows results filed as active; . = no result given.

nr	Structure	OX1R antag-1	STK33 kinase inh	OX1R antag-2
1	CC(=O)N1C(=O)N(C(C)=O)C2C1N(C)C(=O)N2C(C)=O (configuration not stated)	-5	-1.0	10
2	Cc1ccc(Cl)cc1N(CC(=O)NCc1ccc2c(c1)OCO2)S(C)(=O)=O	-20	-0.5	37
3	CCOc1ccc2[nH]c3c(NCCc4ccc(OC)c(OC)c4)ncnc3c2c1	-36	0.2	13
4	COc1cccc(Oc2cnc(N)nc2-c2ccc(OC)cc2O)c1	-10	7.5	9
5	O=C(/C=C/c1ccc(F)cc1)NCC1(c2ccccc2)CCOCC1	-9	0.1	3
6	COc1ccc(C=NCC2OCCc3ccccc32)cc1OC (configuration not stated)	-14	-0.4	6
7	CC1(NC(=S)N(CCO)CCO)CCS(=O)(=O)C1 (configuration not stated)	11	0.0	12
8	N#C/C(=C/c1ccccc1OCc1ccc(F)cc1)c1ccc(C(=O)O)cc1	-16	0.9	18
9	O=C(COc1ccc(Br)cc1Cl)NNC(=O)c1ccccc1	1	.	12
10	CCc1cc(-c2n[nH]c(=S)n2CC(C)C)cs1	-5	-1.7	10
11	CCOc1ccc(C(C)(C)C)cc1S(=O)(=O)Nc1ccncc1	3	-1.4	12
12	CCOC(=O)c1c(C)[nH]c(C(=O)Nc2cc(OCC)c(N3CCOCC3)cc2OCC)c1C	-14	1.0	12
13	Cc1c(-n2c(SCC(=O)O)nnc2-c2ccccc2Br)c(=O)n(-c2ccccc2)n1C	-6	-2.1	18
14	Cc1ccc(C(=O)NNCC(=O)Nc2ccc(Cl)cc2F)cc1	-24	-0.7	6
15	Cn1cnc2c(=O)sc3ccccc3c21	-18	1.5	2
16	CC#CC[N+](C)(CC#CC)CC(=O)c1ccccc1	-15	0.0	27
17	COc1cc(CNCc2ccccn2)ccc1OCC(=O)NC1CCCCC1	-8	.	12
18	Cc1nn(CC(=O)NCCCc2ccccc2)c(C)c1[N+](=O)[O-]	-15	-1.3	6
19	CCCCn1c(SCc2ccc(Cl)cc2)nc2c1c(=O)[nH]c(=O)n2C	-15	-2.3	18
20	COCCNc1nnc(Cc2ccccc2)c(=O)[nH]1	-7	-0.7	-8

Quoted from the entries so far, 20 compounds:
nr	Structure	OX1R antag-1	STK33 kinase inh	OX1R antag-2
1	CC(=O)N1C(=O)N(C(C)=O)C2C1N(C)C(=O)N2C(C)=O (configuration not stated)	-5	-1.0	10
2	Cc1ccc(Cl)cc1N(CC(=O)NCc1ccc2c(c1)OCO2)S(C)(=O)=O	-20	-0.5	37
3	CCOc1ccc2[nH]c3c(NCCc4ccc(OC)c(OC)c4)ncnc3c2c1	-36	0.2	13
4	COc1cccc(Oc2cnc(N)nc2-c2ccc(OC)cc2O)c1	-10	7.5	9
5	O=C(/C=C/c1ccc(F)cc1)NCC1(c2ccccc2)CCOCC1	-9	0.1	3
6	COc1ccc(C=NCC2OCCc3ccccc32)cc1OC (configuration not stated)	-14	-0.4	6
7	CC1(NC(=S)N(CCO)CCO)CCS(=O)(=O)C1 (configuration not stated)	11	0.0	12
8	N#C/C(=C/c1ccccc1OCc1ccc(F)cc1)c1ccc(C(=O)O)cc1	-16	0.9	18
9	O=C(COc1ccc(Br)cc1Cl)NNC(=O)c1ccccc1	1	.	12
10	CCc1cc(-c2n[nH]c(=S)n2CC(C)C)cs1	-5	-1.7	10
11	CCOc1ccc(C(C)(C)C)cc1S(=O)(=O)Nc1ccncc1	3	-1.4	12
12	CCOC(=O)c1c(C)[nH]c(C(=O)Nc2cc(OCC)c(N3CCOCC3)cc2OCC)c1C	-14	1.0	12
13	Cc1c(-n2c(SCC(=O)O)nnc2-c2ccccc2Br)c(=O)n(-c2ccccc2)n1C	-6	-2.1	18
14	Cc1ccc(C(=O)NNCC(=O)Nc2ccc(Cl)cc2F)cc1	-24	-0.7	6
15	Cn1cnc2c(=O)sc3ccccc3c21	-18	1.5	2
16	CC#CC[N+](C)(CC#CC)CC(=O)c1ccccc1	-15	0.0	27
17	COc1cc(CNCc2ccccn2)ccc1OCC(=O)NC1CCCCC1	-8	.	12
18	Cc1nn(CC(=O)NCCCc2ccccc2)c(C)c1[N+](=O)[O-]	-15	-1.3	6
19	CCCCn1c(SCc2ccc(Cl)cc2)nc2c1c(=O)[nH]c(=O)n2C	-15	-2.3	18
20	COCCNc1nnc(Cc2ccccc2)c(=O)[nH]1	-7	-0.7	-8

Following part:
nr	Structure	OX1R antag-1	STK33 kinase inh	OX1R antag-2
21	Cc1noc(C)c1S(=O)(=O)N(Cc1ccccc1)C(C)C	-20	-1.3	12
22	Cc1cc2ccccn2c1C(=O)c1ccc(NN)c([N+](=O)[O-])c1	-21	-0.4	18
23	COc1c2ccoc2c(OC[C@@H](O)C(C)(C)OC)c2oc(=O)ccc12	-5	-0.3	11
24	COc1cccc(C(=O)C2CCCN(Cc3ccc(OC)c(Cn4cncn4)c3)C2)c1 (configuration not stated)	-32	-0.2	18
25	COc1ccc(C)cc1-n1nnnc1SCc1cc(=O)n2cc(C)ccc2n1	-12	0.0	43
26	CCOc1ccc(-c2cn[nH]c2N)cc1	-14	-0.6	14
27	COc1ccc(NC(=O)CN2CCN(S(=O)(=O)N3CCCCCC3)CC2)cc1	-17	-2.1	15
28	CCOc1cc(C)c(C(C)C)cc1S(=O)(=O)N1CC(C)OC(C)C1 (configuration not stated)	-30	0.4	31
29	Cc1cccc(/C=N/NC(=O)c2ccc(NC(=O)c3ccc(Cl)cc3)cc2)n1	-10	1.5	25
30	CCOC(=O)c1c(NC(C)=O)sc2c(OC)cccc12	-8	0.7	6
31	Cc1cc(N(C)C)nc(SC(C)C)n1	-14	-1.7	23
32	Cc1ccc(NCC(=O)N/N=C/c2cccc(Br)c2)cc1	-11	1.6	2
33	COc1ccc(CNC(=O)c2cc(C3CC3)on2)cc1	-8	-0.3	12
34	O=C(Nc1ccc(C(F)(F)F)cc1)C1CCCCN1S(=O)(=O)c1ccccc1 (configuration not stated)	-18	.	13
35	Cc1ccc(Nc2ccc(S(=O)(=O)N3CCOCC3)cc2[N+](=O)[O-])c(C)c1	-14	-1.0	35
36	Cc1ccc(NC(=O)C2CCCN(c3nccc(C)n3)C2)c(C)c1 (configuration not stated)	-31	-0.8	-2
37	COC(=O)CN1C(=O)Nc2ccc(Br)cc2C1c1ccccc1 (configuration not stated)	-21	0.2	29
38	O=C1C2CCCN2c2ccc(S(=O)(=O)N3CCOCC3)cc2N1Cc1cccc(C(F)(F)F)c1 (configuration not stated)	-2	0.0	9
39	CN(C(=O)c1ccncc1)c1nnc(-c2ccncc2)s1	-16	0.4	19
40	O=C1CC(N2CCOCC2)C(=O)N1c1cc(Cl)cc(Cl)c1 (configuration not stated)	-13	-1.3	8
41	CCOc1ccc(S(=O)(=O)N2CCC(C(=O)NCc3ccccn3)CC2)cc1Cl	-20	-0.3	20
42	N#Cc1cn(-c2ccccc2)nc1-c1ccco1	-9	0.7	21
43	COc1ccccc1Nc1nnc(SCC(=O)c2cc(C)n(CC3CCCO3)c2C)s1 (configuration not stated)	-25	-2.1	36
44	O=C(c1ccc(Cl)cc1)c1ccc(OCC(=O)N2CCOCC2)cc1	-19	-4.6	20
45	CC(=O)OC(C(=O)NC1CCCCC1)c1ccncc1 (configuration not stated)	-12	-1.9	1
46	O=C(OCC(=O)N1CCCC1=O)C1COc2ccccc2O1 (configuration not stated)	-20	-1.0	13
47	COC(=O)c1cccc(C(=O)N2CCCC(Nc3ccc4c(c3)OCCO4)C2)c1 (configuration not stated)	-12	1.0	23
48	COc1ccc(CNS(=O)(=O)c2ccc(NC(=O)N3CCCCC3)cc2)cc1	2	-0.9	16
49	O=C(CN(Cc1ccc(F)cc1)C(=O)CNS(=O)(=O)c1ccccc1)NCC1CCCO1 (configuration not stated)	-10	0.0	16
50	O=C1ON=C(c2ccccc2)/C1=C/c1ccc(OS(=O)(=O)c2ccccc2)cc1	0	0.1	8
51	COc1ccc(S(=O)(=O)NCCSC(C)(C)C)cc1Cl	-18	-1.0	15
52	CCOc1ccccc1C(=O)Nc1cc(=O)n(C)c(=O)n1C	-11	-0.4	17
53	Cc1cc(C)nc(NC(=O)CSc2nc3ccccc3o2)n1	-21	-1.4	7
54	COc1cc(S(=O)(=O)N2CCN(Cc3ccccc3)CC2)ccc1Br	-23	0.4	14
55	COc1ccc(CN(C)C(=O)CNC(=O)c2ccc(C)cc2)cc1	-27	-0.4	21
56	COc1ccc([C@@H]2CC=C(C(=O)O)CN2S(=O)(=O)c2ccc(Cl)cc2)cc1	-2	-2.4	11
57	COc1ccc(C(=O)NCC(=O)OCc2ccc(Br)cc2)cc1	-14	-1.1	15
58	CC(C)COC(=O)C(C#N)c1nc2ccccc2nc1N1CCN(Cc2ccc3c(c2)OCO3)CC1 (configuration not stated)	-27	1.4	10
59	Cc1cc(OC(=O)c2ccccc2)n(CCC#N)n1	-24	0.4	31
60	COC(=O)c1ccc(COc2cccnc2[N+](=O)[O-])cc1	-24	-0.8	44
61	Cc1cccc2cc(CN(CC3CCCO3)C(=S)NCc3ccco3)c(=O)[nH]c12 (configuration not stated)	9	-0.1	8
62	Cc1cccc(OCCNC(=S)NC(=O)c2cccnc2)c1	-13	-1.9	24
63	N#Cc1nc(-c2cccs2)oc1NCc1ccccc1	-6	-1.8	20
64	COc1ccccc1NC(=O)N1CCCC1	-7	-1.9	2
65	Cc1ccc(OC(=O)CCNC(=O)c2ccccc2Cl)c(Br)c1	-12	-1.2	1
66	O=C1C2C3C=CC(C3)C2C(=O)N1c1n[nH]c(-c2ccccc2)n1 (configuration not stated)	-8	3.4	3
67	COc1ccc(-n2c(=O)c(CCC(=O)N(C)Cc3ccccc3C)nc3ccccc32)cc1	-14	-1.9	9
68	Cc1cc(=O)[nH]c(N)n1	2	2.3	10
69	O=C(CNC(=O)c1ccc2ccccc2c1)OCC(=O)N1CCN(S(=O)(=O)c2ccc3ccccc3c2)CC1	-2	-2.5	12
70	CN(Cc1ccco1)c1ncnc2ccc(-c3ccccc3Cl)cc12	-17	0.6	9
71	COC(=O)c1cc(OC)c(OC)cc1NC(=S)N1CCC(C(N)=O)CC1	-12	-0.3	21
72	CC[N+](CC)(CC#Cc1ccccc1)CC(=O)c1ccc(Cl)cc1	-10	1.3	21
73	O=C(Cn1cc(/C=N/NC(=O)c2cccc(C(F)(F)F)c2)c2ccccc21)Nc1ccc(F)cc1	-6	0.9	0
74	COc1cccc(CN(C)C(=O)CSCC(=O)Nc2cccc(C)c2)c1OC	-28	-1.8	9
75	Cc1c(C(=O)c2cccc(F)c2)c2ccccn2c1CCC#N	-20	1.2	31
76	CC(C)[C@H]1COCCS(=O)(=O)N1Cc1cccc(Cl)c1	-23	0.8	22
77	CSc1ccccc1OCc1cc(C(=O)N2CCC[C@H]2C(N)=O)no1	1	0.2	13
78	O=C(NCc1ccccn1)c1nnc(Cc2ccc(Cl)cc2)o1	-17	-1.3	19
79	CCN(CC)c1ccc(/C=N/NC(=S)NCc2ccco2)cc1	-10	0.2	20
80	Nc1nc(N2CCCCC2)nc2ccccc12	-9	0.5	45

Later entries
nr	Structure	OX1R antag-1	STK33 kinase inh	OX1R antag-2
81	Cc1ccc(SCC(=O)N2CCOCC2)cc1	-12	0.6	5
82	O=C(Nc1ccccc1Cl)NC1(C(=O)NCCCN2CCOCC2)CCCCC1	-17	-0.8	7
83	O=C(/C=C/c1ccc([N+](=O)[O-])cc1)c1cccs1	-3	0.5	9
84	Cc1ccc(-c2nc(CS(=O)(=O)CC(=O)NCCN3CCCC3)c(C)o2)cc1	-1	-0.1	16
85	CC(=O)c1ccc(NC(=S)Nc2ccc3[nH]c(=O)[nH]c3c2)cc1	-4	-2.1	11
86	CN(Cc1ccccc1)C(=O)c1nc2ccccn2c1CN1CCC(N2CCOCC2)CC1	-8	-0.6	21
87	CN(c1ccccc1)S(=O)(=O)c1cccc(C(=O)NNC(=O)c2ccccc2)c1	9	-1.9	46*
88	O=C(CSC1=NS(=O)(=O)c2cc(F)ccc2N1)Nc1ccccc1F	-12	.	20
